Screening results deposited in PubChem by National Center for Advancing Translational Sciences (NCATS).
TCR act – T cell receptor activation | primary human leukocytes, anti-CD3, IL-2 HTRF, 48 h | Potency, µM (top dose mostly 9.22 µM), inactives show top-dose activation of IL-2 secretion, actives largely listed as activators | 330,000 tested, under 10 active; note: % of control where 0% means no effect
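IL-2 release read by HTRF sandwich (Eu cryptate donor, d2 acceptor, 665 nm emission) after 48 hr exposure of primary human leukocytes to compound together with anti-CD3 beads in the absence of co-stimulatory signals.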
A-T KAP1 phos – potential ataxia-telangiectasia treatment; Potency, µM (doses to about 57.5 µM), inactives show at the top dose activation, usual class: activators; […] A-T fibroblasts, KAP-1 phosphorylation AlphaLISA; neocarzinostatin DNA damage 30 min before lysis; hit rate 0.19% among 320,000; AID 485349; note: potency is the fitted concentration of half-maximal effect; % of control where 0% means no effect; nearly all actives have a fitted effect of over 45% in size
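ATM-like activity read as KAP-1 phosphorylation via AlphaLISA donor/acceptor antibody pairs after lysis and 6 hr at 25C. Cells were ATM-null patient fibroblasts ([…], hTERT), dosed 60 min, then exposed to the DSB inducer NCS for 30 min.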
Coupling enz – counter-screen for Giardia aldolase inhibitors: coupling enzyme system. activity change, negative = inhibition, % at 58.2 µM, hits read low. coupling enzyme system counterscreen, AmpLite Red fluorescence. hit rate 0.67% among 290,000. AID 2472; in the data active = activity change below about -30%; note: % is set by controls: 0 for no effect and ±100 for the full control effect
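Activity here indicates interference with the coupling reaction, not aldolase inhibition. Compounds at 57.5 uM final met coupling enzymes for 10 min at RT; substrate and AmpLite Red detection followed, with a 525/598 nm fluorescence read after 20 min.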
Tb PFK block – inhibitors of T. brucei phosphofructokinase; Potency, µM (top dose mostly 57.5 µM), for the others: at the top dose activity, negative = inhibition, hits mostly inhibitors; O15648; AID 485367; hit rate 0.17% among 330,000; T. brucei PFK, ADP-Glo luminescence;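 note: potency is the fitted concentration of half-maximal effect; 0% = uninhibited 1x PFK enzyme wells and -100% = no-enzyme wells; nearly all actives have a fitted effect of over 60% in size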
Target sequence (O15648 whole entry, looked up): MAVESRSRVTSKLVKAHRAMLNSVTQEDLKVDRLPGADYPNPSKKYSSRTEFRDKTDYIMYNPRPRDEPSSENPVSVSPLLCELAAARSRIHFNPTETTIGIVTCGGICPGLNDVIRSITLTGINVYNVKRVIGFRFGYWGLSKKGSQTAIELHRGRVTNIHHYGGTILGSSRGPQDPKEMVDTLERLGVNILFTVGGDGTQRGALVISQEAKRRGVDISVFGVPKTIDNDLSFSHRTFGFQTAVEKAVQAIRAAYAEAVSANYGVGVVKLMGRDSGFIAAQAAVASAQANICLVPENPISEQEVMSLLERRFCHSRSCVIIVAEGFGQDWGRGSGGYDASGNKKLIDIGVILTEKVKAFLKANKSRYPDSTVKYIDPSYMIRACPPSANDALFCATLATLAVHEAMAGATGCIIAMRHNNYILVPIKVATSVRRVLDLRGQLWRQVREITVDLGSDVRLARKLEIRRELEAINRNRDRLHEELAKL
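1.25 nM PFK with 0.5 mM F6P and 0.1 mM ATP in 0.1 M TEA pH 8.0, 5 mM MgCl2, incubated 45 min at room temperature; ADP measured by ADP-Glo luminescence; compounds titrated up to 57 uM.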
CXXC DNA block – inhibitors of human MLL CXXC domain-DNA interaction; AID 2662; Potency, µM (top dose mostly 115 µM), inactives show at the highest dose activity change, negative = inhibition, usual class: inhibitors; Q03164; MLL-CXXC / FITC-HOXA9 DNA fluorescence polarization; hit rate 0.037% among 290,000; active = well fitted inhibition curve with a large enough effect in the polarisation, with a control signal flat, not every such curve was filed as active; inconclusive = small, poorly fitted or top-dose-only effect, or effect the other way, or a change in a side signal; inactive = no such curve, though single readings can be large or run the other way; the % refers to the polarisation; note: potency is the fitted concentration of half-maximal effect
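Purified MLL-CXXC (added from a 7 uM solution) was preincubated 5 min at ambient with pinned compounds in 50 mM Tris-HCl pH 7.5, 50 mM NaCl, 1 mM DTT, 0.05% BSA. Fluorescein-labeled HOX-A9 DNA (50 nM solution) followed, 30 min, then polarization read.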
TSHR antag – human thyrotropin receptor antagonism; P16473; TSHR-expressing cells, TSH-stimulated cAMP HTRF, 2 h; hits give low values; activity change, negative = inhibition, % at 11.5 µM; hit rate 0.2% among 330,000; AID 504810;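 active = activity change below a set negative limit, meaning inhibition stronger than a set level, cut at about -70% in these data; inconclusive = activity change between two set negative limits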; note: % is set by controls: 0 for no effect and ±100 for the full control effect
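Inhibition of cAMP made by TSHR-expressing cells under TSH stimulation (4nM final, EC80; 2 h, 37 deg C) is quantified with a one-step lysis HTRF kit, anti-cAMP cryptate versus cAMP-d2.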
BCR signal inh – inhibitors of chronic active B-cell receptor signaling. ABC-DLBCL IkBa-CBG/CBR reporter, luminescence ratio, 4 h. Potency, µM (highest dose often 46.1 µM), inactives show at the top dose ratio change, negative = lower green/red ratio, most hits filed as inhibitors. hit rate 0.05% among 340,000; active = well fitted inhibition curve with a large enough effect in the signal ratio, with a control signal flat, not every such curve was filed as active; inconclusive = small, poorly fitted or top-dose-only effect, or effect the other way, or a change in a side signal; the % refers to the signal ratio;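 note: potency is the fitted concentration of half-maximal effect; plate controls were basal doxycycline-induced cells for no effect and cells given 10 µM MG132 for full effect; MG132 reads +100%, hits lower the ratio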
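Cell line TMD8 (human ABC DLBCL), stably expressing tet-inducible CBG68-IkBa fusion and CBR; IMDM/0.5% FBS; cpd up to 46 uM; dox induction, 4 h, 37C/5% CO2; dual luminescence; green/red ratio; MG132 control.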
GALK inhibitor – blocks human galactokinase activity. P51570. AID 1868. Potency, µM (highest dose often 57.5 µM), for the others: at the top dose activity change, negative = inhibition, most hits filed as inhibitors. hit rate 0.007% among 270,000. Purified GALK, Kinase-Glo residual ATP luminescence; note: potency is the fitted concentration of half-maximal effect; % is set by controls: 0 for no effect and ±100 for the full control effect
Target sequence (P51570 whole entry, looked up): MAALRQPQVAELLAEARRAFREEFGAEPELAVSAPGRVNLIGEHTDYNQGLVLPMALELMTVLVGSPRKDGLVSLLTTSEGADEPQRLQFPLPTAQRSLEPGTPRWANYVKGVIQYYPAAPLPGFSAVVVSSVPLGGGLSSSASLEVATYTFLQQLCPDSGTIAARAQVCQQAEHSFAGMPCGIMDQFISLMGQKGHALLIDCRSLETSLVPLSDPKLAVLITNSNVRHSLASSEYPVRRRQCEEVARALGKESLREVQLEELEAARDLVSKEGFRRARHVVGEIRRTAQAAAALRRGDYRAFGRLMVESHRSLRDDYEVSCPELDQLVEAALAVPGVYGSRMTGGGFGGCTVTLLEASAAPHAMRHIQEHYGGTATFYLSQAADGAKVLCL
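Galactose (100 uM) and ATP (35 uM) were turned over by 5 nM GALK for 1 h at RT. Kinase-Glo Plus then converted the remaining ATP into a luminescent signal.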
KCNH2 WT inh – inhibitors of human wildtype KCNH2 potassium channel | Q12809 | U2OS, BacMam KCNH2, thallium flux FluxOr; hits give low values | activity change, % at 1.84 µM | hit rate 0.37% among 340,000 | AID 720551;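 active = maximum activity change below -70%; inconclusive = maximum activity change between -70% and -50%; inactive = maximum activity change above -50%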; note: % is set by controls: 0 for no effect and ±100 for the full control effect
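U2OS cells transduced with wild-type KCNH2 virus are loaded with FluxOr dye for 45 min, and thallium flux is measured in kinetic reads before and after stimulation buffer. Rate constants are normalized to DMSO controls.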
Giardia killer – kills Giardia lamblia; Giardia lamblia trophozoite viability; activity change, % at 7.66 µM, hits read low; hit rate 0.15% among 340,000; in the data active = activity change below about -80%; inconclusive = between about -30% and that limit;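 note: parasites exposed to compound for two days anaerobically before the ATP read; % is set by controls: 0 for no effect and ±100 for the full control effect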
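Giardia trophozoites, 100 cells per well, were exposed to compounds for 48 hrs at 37 deg C under anaerobic conditions; viability was then read as ATP content by bioluminescence after 15-30 min at room temperature.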
* = called active by the depositor; i = inactive; ? = inconclusive; · = not tested or not shown; & = joins results of further samples; [ ] = remark or other dose. Unless noted, calls come from the whole dose curve; as a rule, active = well fitted curve in the direction sought with a large enough effect; inconclusive = small, poorly fitted or top-dose-only effect, or another doubt; inactive = no such curve, though single readings can be large; an effect the other way counts as inactive or inconclusive.

SMILES	TCR act	A-T KAP1 phos	Coupling enz	Tb PFK block	CXXC DNA block	TSHR antag	BCR signal inh	GALK inhibitor	KCNH2 WT inh	Giardia killer
COc1ccccc1N(Cc1cc(=O)[nH]c2ccccc12)C(=O)C(C)C	2.4%	1.5%	3.6	-3.0%	1.5%	0.8	?	2.3%	2.6	-22.0
COC(=O)c1ccccc1NC(=O)CSc1nc2ccccc2c(=O)[nH]1	3.7%	-4.4%	2.6	-13.2%	22.2%	3.9	?	-1.0%	0.8	2.0
Cc1nnc(SCC(=O)OC2CC(C)CCC2C(C)C)[nH]c1=O (stereo not given)	-4.3%	1.8%	15.3	3.3%	2.6%	-2.6	25.8%	-0.3%	-6.8	-19.5
CCCCNC(=O)c1cn(CC)c2ccc(S(=O)(=O)N3CCCCCC3)cc2c1=O	-3.2%	14.5%	·	0.6%	0.7%	-2.7	-1.1%	-2.8%	15.4	-20.1
COc1ccc(N2CCN(C(CNC(=O)C(=O)NC3CC3)c3ccco3)CC2)cc1 (stereo not given)	·	-0.5%	·	-0.9%	·	-4.4	0.0%	·	-9.1	-13.6
CCCn1c(C(O)c2ccc(OC)cc2)nc2ccccc21 (stereo not given)	1.2%[46.1 µM]	·	2.1	-3.5%	1.5%	14.2	?	0.7%	-0.7	15.0
COc1ccc(-c2sc3ccc(N4CCOCC4)cc3c2-c2ccc(O)cc2)cc1	0.9%	-4.7%	·	3.9%	·	-7.7	?	·	-10.2	-21.8
CCOc1ccc(NC(=O)C2CC(=O)N3CCCN=C3S2)cc1 (stereo not given)	2.9%	3.4%	0.0	12.5%	-0.1%	-5.9	-3.5%	-2.3%	10.7	-3.8
COC(=O)c1ccc2c(c1)NC(=O)CS2	-4.1%	-0.4%	0.1	-1.5%	10.3%	8.9	15.5%	-2.3%	-8.9	25.0
C1CN(CC23CC4CC(CC(C4)C2)C3)CCO1	3.0%[46.1 µM]	·	8.2	-0.5%	0.2%	3.9	17.6%	-2.7%	6.4	9.9
CN(C)S(=O)(=O)c1ccc(C(=O)Nc2ccc3c(c2)CCC3)cc1	5.5%	-20.0%	-0.3	5.3%	-4.3%	3.0	0.5%	·	-20.9	5.0
O=C(c1ccc2c(c1)OCO2)N1CCN(c2ncccn2)CC1	-5.1%[46.1 µM]	-5.4%	3.3	0.1%	3.8%	-4.5	1.4%	3.3%	-0.4	1.4
CCOc1cc(S(=O)(=O)NCCCN2CCOCC2)c(C)cc1C	-3.0%	-1.8%	·	0.8%	4.3%	-9.7	0.5%	-1.2%	5.6	9.5
Cc1ccc(S(=O)(=O)N2CCC(C(=O)NCc3cccnc3)CC2)cc1	7.7%	5.7%	-0.9	-3.5%	7.9%	-0.6	8.3%	0.0%	-8.5	-10.0
NC(=O)c1ccc(NC(=O)Nc2ccc3c(c2)OCO3)cc1	2.6%	7.5%	·	-5.8%	-0.4%	1.0	-13.5%	4.8%	-1.3	-1.9
CN(CC(=O)N1CCCCCC1)S(=O)(=O)c1ccc(F)cc1	-2.0%	-1.2%[11.5 µM]	-0.5	1.1%	-5.1%	-12.3	-0.6%	-2.6%	-8.4	-10.5
COc1cccc(-c2nc(CS(=O)(=O)CC(=O)Nc3cc(F)ccc3F)c(C)o2)c1	1.6%	0.8%	·	-6.0%	3.5%	8.2	-1.5%	2.2%	-2.0	-4.7
Fc1ccc(C2CCCN2Cc2nc(Cc3ccccc3F)no2)cc1 (stereo not given)	-10.3%	25.7%	3.9	-1.6%	-8.5%	-28.9	5.9%	6.4%	3.7	?
CC(C)CNC(=S)N(CCCO)Cc1cc2cc3c(cc2[nH]c1=O)OCCO3	-6.0%	-5.0%	-0.6	-2.5%	6.4%	2.2	-13.2%	-6.2%	-0.4	?
CN1CCN(c2ccc(NC(=O)c3cccc(OCc4ccccc4)c3)cc2)CC1	-3.2%	-0.1%	-1.4	-9.0%	?	-1.2	?	2.2%	27.1	2.8
COc1ccc(/C=C(\NC(=O)c2ccc(C)cc2)C(=O)Nc2ccc(C(=O)O)cc2)cc1	2.1%	-5.5%	-0.3	0.0%	1.0%	6.3	8.7%	-0.1%	-7.8	-8.3
Cc1ccc(-n2c(=O)cc(NCc3cccnc3)[nH]c2=O)cc1	4.1%	1.9%	3.4	0.0%	-11.1%	-6.9	-0.7%	-0.4%	6.5	-15.1
COc1ccc(CNC(=O)CN2CCN(S(=O)(=O)c3cccs3)CC2)cc1OC	12.6%	1.2%	-3.0	-2.4%	1.1%	-1.6	-1.5%	-1.5%	4.7	3.0
CC1(C)Oc2ccc(C(=O)NN)cc2NC1=O	-2.9%	-6.9%	-0.2	-1.3%	4.2%	8.1	4.2%	-1.4%	7.8	4.8
CCN(CC)C(=S)SCC(=O)c1c(C)[nH]c2ccccc12	0.5%[46.1 µM]	0.6%	-0.4	-2.6%	?	-16.0	8.6%	-3.3%	-1.6	3.9

Other structures follow.
SMILES	TCR act	A-T KAP1 phos	Coupling enz	Tb PFK block	CXXC DNA block	TSHR antag	BCR signal inh	GALK inhibitor	KCNH2 WT inh	Giardia killer
C=CCNCC(O)COc1ccc(C(C)=O)cc1OC (stereo not given)	8.1%	-0.7%	-4.8	0.0%	-7.6%	9.3	-0.7%	-1.4%	2.1	7.6
CC(=O)Nc1ccc(S(=O)(=O)N2CCC(n3cnc4cc(F)ccc43)CC2)cc1	-2.1%	4.2%	-1.7	-1.8%	33.0%[activator]	-9.1	-0.6%	-3.2%	-17.7	-14.3
O=[N+]([O-])c1cc(S(=O)(=O)N2CCCCCC2)ccc1F	0.1%[46.1 µM]	-4.4%	14.5	-1.9%	-7.2%	-12.4	?	-6.0%	1.4	-11.2
O=C(O)CCCCCCCCCCCc1ccccc1	2.8%	10.2%	12.1	-4.7%	1.6%	33.8	4.2%	-1.6%	-10.5	5.3
COc1cc2cc(CCCOC(=O)c3ccc4c(c3)OCO4)oc(=O)c2cc1OC	0.9%	12.5%	·	-0.1%	·	12.7	2.5%	·	-8.5	16.5
NS(=O)(=O)c1ccc2nc(NC(=O)Nc3ccccc3F)sc2c1	-5.9%	1.9%	-0.2	-0.4%	24.7%	-9.6	?	-0.4%	14.4	-9.4
CC1CCCN(c2nc3c(c(=O)n(C)c(=O)n3C)n2Cc2ccccc2)C1 (stereo not given)	-2.8%	14.1%	6.3	-1.7%	5.6%	-15.6	0.4%	4.4%	-0.9	2.3
CCOC(=O)c1nc(C)n(-c2cc(Cl)ccc2Cl)n1	-8.6%	·	1.3	0.3%	-3.7%	4.8	4.5%	-1.1%	4.6	-4.6
CN(C)/C=N/N(C)c1ncccc1[N+](=O)[O-]	-5.5%	6.9%	0.5	2.8%	-2.6%	-6.1	-0.2%	1.1%	3.1	4.3
CCC(=O)c1cc(F)c(N2CCN(S(=O)(=O)c3ccc(C)cc3)CC2)cc1C	-130.6%	3.4%	1.3	1.7%	-1.4%	-37.7	-0.3%	8.2%	7.9	-19.4
CC(=O)c1cccc(NC(=O)C2CCN(S(=O)(=O)c3ccccc3)CC2)c1	-22.4%	1.2%	1.6	-7.7%	19.7%	-4.9	-2.4%	-6.1%	-12.0	7.7
Cc1csc(CNc2ncnc3ccc(-c4cccc(Cl)c4)cc23)c1	6.1%	-0.5%&7.3%	·	0.1%&6.3%	·	-5.7&-22.2	-5.7%&-0.7%	·	·	4.1
O=C(Nc1ccccc1-c1ccccc1)C(=O)Nc1ccccc1-c1ccccc1	·	2.8%	1.6	-1.2%	-12.5%	5.7	?	-3.8%	·	·
CC(C)(CNC(=O)c1ccc(S(=O)(=O)N2CCCC2)cc1)N1CCOCC1	-5.1%	5.8%	-1.2	-0.8%	9.5%	22.8	0.8%	13.0%	-0.5	5.4
Cc1ccc(NS(=O)(=O)c2ccc(Cl)nc2)c(C)c1	5.8%	3.0%	·	5.9%	·	10.0	0.3%	·	-5.6	2.4
CC(=O)Nc1ccc(OCC(=O)NCc2ccccc2)cc1	-6.0%	7.7%	-1.3	-6.8%	-3.0%	39.4	-18.3%	8.0%	i	?
CCOC(=O)[C@H]1[C@H]2COc3cc(OC)ccc3[C@@H]2N2C(=O)c3cc(F)ccc3NC(=O)[C@@]12C	-2.9%	7.0%	·	-17.5%	·	-1.6	-1.5%	·	·	10.3
COc1ccc(C(=O)Nc2c(Cl)cc(Cl)cc2C(=O)NCCN2CCOCC2)cc1	-4.1%[46.1 µM]	-2.2%	7.4	-2.3%	-1.3%	12.1	?	-0.7%	3.2	6.1
CC(NC(=O)CN1CCN(CC(=O)Nc2ccccc2Cl)CC1)c1ccc(Br)cc1 (stereo not given)	-1.5%	-0.2%	·	-1.5%	·	-3.4	-0.6%	·	13.6	-13.1
COCCCNC(=O)Nc1ccc(Br)cc1Cl	·	-1.2%	6.8	-6.4%	1.4%	-0.7	5.9%	-0.9%	17.9	-1.4
CC1CCN(S(=O)(=O)c2ccc3nc(N4CCN(c5ccccc5)CC4)ccc3c2)CC1	0.6%	-10.3%	·	1.0%	11.1%	6.4	-4.7%	8.1%	3.2	-11.7
Cc1cccc(N(C(=O)CNC(=O)c2cccs2)C(C(=O)NC2CCCC2)c2cccnc2)c1 (stereo not given)	1.3%	2.2%	-1.2	-0.1%	-3.4%	-4.1	-17.7%	-2.1%	-5.3	-14.0
